mIAP block = mouse IAP inhibition; purified mouse IAP, CDP-Star luminescence, 30 min; inhibition, % at 10 µM; actives 0.2% (n = 330,000); AID 2806;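 active = inhibition of at least 40% at 10 µM in the primary screen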;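 note: plate controls were DMSO with enzyme for no effect and no enzyme wells for full effect; values of inactives mirror those of a sister screen read the other way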
hIAP block = blocks human intestinal alkaline phosphatase; actives 0.12% (n = 330,000); inhibition, % at 10 µM; P09923; AID 2544; purified IAP, CDP-Star luminescence, 30 min;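 active = inhibition reaching a set limit with compound at 10 µM in the primary screen, cut at about 35% in these data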;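 note: plate controls were DMSO wells with enzyme for no effect and no-enzyme buffer wells for full effect; values of inactives mirror those of a sister screen read the other way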
hIAP act = human IAP activation; AID 2524; actives 0.16% (n = 330,000); P09923; purified human IAP, CDP-Star luminescence, 30 min; active compounds read high; 1 = vehicle-only enzyme, 0 = enzyme-free background; activation factor at 10 µM;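 active = activation factor of the enzyme at least 2-fold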; note: the source names both 10 and 20 µM as test concentration; values of inactives mirror those of a sister screen read the other way
APOBEC3A inh = human APOBEC3A DNA deaminase inhibition | P31941 | recombinant A3A, FAM/TAMRA ssDNA deamination fluorescence | inhibition, % at 20 µM | actives 0.41% (n = 330,000);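 active = at least 40% inhibition at 20 µM here, with at most 30% in a related deaminase screen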;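 note: plate controls were A3A with DMSO for no effect and wells lacking A3A enzyme for full effect; some results filed as inactive read as strong as hits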
Target sequence (P31941 whole entry, looked up): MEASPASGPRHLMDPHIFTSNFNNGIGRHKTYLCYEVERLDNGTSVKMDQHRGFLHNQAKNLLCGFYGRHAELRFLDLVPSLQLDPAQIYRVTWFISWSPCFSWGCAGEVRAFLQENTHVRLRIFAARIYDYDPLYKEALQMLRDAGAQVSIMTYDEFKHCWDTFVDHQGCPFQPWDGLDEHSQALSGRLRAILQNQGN
NLRP3 yeast inh = inhibitors of NALP3 inflammasome in yeast. Yeast reconstituted NLRP3/ASC/caspase-1, beta-gal luminescence, 24 h. AID 2825. actives 0.39% (n = 330,000). inhibition, % at 10 µM;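 active = inhibition of 50% or more; inactive = inhibition below 50%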;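 note: plate controls were induced DMSO wells for no effect and uninduced yeast grown without galactose for full effect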
mIAP act = mouse IAP activation; muIAP, CDP-Star luminescence, 30 min; active compounds read high; 1 = vehicle-only enzyme signal, 0 = enzyme-free wells; activation factor at 10 µM; actives 0.24% (n = 330,000);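 active = activation factor of at least 2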; note: the source names both 10 and 20 µM as test concentration; values of inactives mirror those of a sister screen read the other way
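System: Mouse IAP enzyme | Also added: CDP-Star substrate | Dosing: Compounds dispensed in DMSO | Schedule: 30 min enzyme-substrate-compound incubation at room temperature | Technique: Chemiluminescence readout | Control set: DMSO-only wells and no-enzyme negative control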
beta cell repl = inducers of beta-cell replication in MIN6 cells; actives 0.29% (n = 330,000); proliferation, % at 10 µM; MIN6 cells proliferation, ATPlite luminescence, 48 h; cells starved in 0.2% serum; 100% = growth in 10% serum;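 active = compounds whose signal lies at least 3.5 SD above the mean of all wells on their plate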;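 note: 0% = DMSO-treated cells in low-serum medium and 100% = 10% serum control; some compounds called inactive have numbers as strong as hits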
SENP1 FRET inh = SENP1 (human) catalytic domain inhibition. Q9P0U3. recombinant SENP1 catalytic domain, CyPet-SUMO1-YPet FRET cleavage. inhibition, % at 10 µM. actives 0.21% (n = 360,000). AID 624204;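 active = inhibition at least 30% at 10 µM, raw YFP signal under a set limit, fluorescence ratio 0.5 to 1.5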;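 note: 0% = enzyme with DMSO and 100% = no enzyme wells; some results filed as inactive read as strong as hits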
Target sequence (Q9P0U3 419-644 limits assumed): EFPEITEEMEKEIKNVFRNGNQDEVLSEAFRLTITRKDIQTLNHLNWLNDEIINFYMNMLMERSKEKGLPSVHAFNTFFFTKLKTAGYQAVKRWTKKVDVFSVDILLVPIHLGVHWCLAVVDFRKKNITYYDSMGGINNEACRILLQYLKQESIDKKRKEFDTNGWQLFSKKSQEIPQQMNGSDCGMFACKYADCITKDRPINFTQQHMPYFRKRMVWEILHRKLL
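Material: hSENP1 catalytic domain, recombinant; medium: Tris pH 8 with BME, BSA, NP40 and catalase; compound: single concentration of 10 µM compound, 0.5% DMSO final; technique: FRET read of cyan and yellow fluorescence; timing: 50 min enzyme reaction, room temperature, light-protected; reagent: SFCypet-SUMO1-SFYpet substrate at 25 nM; control set: no-enzyme low, enzyme-DMSO high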
APOBEC3G inh = APOBEC3G (human) deaminase inhibition | recombinant A3G, ssDNA deamination FAM/TAMRA fluorescence | inhibition, % at 20 µM | Q9HC16 | actives 0.28% (n = 330,000) | AID 493012;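 active = inhibition of at least 40% at 20 µM, with no more than 30% in the related APOBEC3A deaminase screen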;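 note: plate controls were DMSO wells with A3G for no effect and wells lacking A3G enzyme for full effect; some compounds called inactive have numbers as strong as hits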
Target sequence (Q9HC16 whole entry, looked up): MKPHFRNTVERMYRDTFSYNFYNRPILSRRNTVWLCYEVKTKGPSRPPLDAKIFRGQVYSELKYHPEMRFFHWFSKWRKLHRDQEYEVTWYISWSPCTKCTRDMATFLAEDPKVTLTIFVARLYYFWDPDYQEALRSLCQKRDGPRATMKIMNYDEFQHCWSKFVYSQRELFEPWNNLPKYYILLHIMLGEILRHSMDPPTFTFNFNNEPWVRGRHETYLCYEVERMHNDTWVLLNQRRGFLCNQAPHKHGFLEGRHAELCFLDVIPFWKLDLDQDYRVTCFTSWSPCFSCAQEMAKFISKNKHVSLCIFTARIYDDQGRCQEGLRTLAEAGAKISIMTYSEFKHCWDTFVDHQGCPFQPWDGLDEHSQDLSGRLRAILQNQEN
Starred values were filed as active, the others as inactive; . = no result given.

molecule	mIAP block	hIAP block	hIAP act	APOBEC3A inh	NLRP3 yeast inh	mIAP act	beta cell repl	SENP1 FRET inh	APOBEC3G inh
Cc1cc(Cl)ccc1OCC(=O)O	9	3	0.97	1	5	0.91	5	-1	-1
COc1cc(C(=O)N2C[C@H]3C[C@@H](C2)c2cccc(=O)n2C3)cc(OC)c1OC	-2	6	0.94	2	12	1	1	3	-3
COC(=O)C1=C(c2cccc(OC)c2OC)C[C@@H]2CC[C@H]1N2C(=O)NCCNC(C)=O	3	2	0.98	-4	-1	0.97	8	2	-5
CN1CCN(c2ccc3c(c2)S(=O)(=O)c2ccccc2C3=O)CC1	2	7	0.93	-1	11	0.98	5	19	-8
COCCNC(=O)CN1C(=O)CN=C(c2ccccc2)c2ccccc21	9	-9	1.1	3	9	0.91	-1	5	-5
CC/C(=N\N1CCCCC1)c1c(O)[nH]c(=O)[nH]c1=O	-3	-6	1.1	-3	9	1	3	1	0
COC(=O)C1=C(c2ccc(F)cc2OCc2ccccc2)C[C@@H]2CC[C@H]1N2C(=O)NCCOc1ccccc1	-26	-4	1	-2	19	1.3	-7	3	-10
CC(=O)c1c(C)[nH]c(C(=O)N2CCC3(CC2)OCCO3)c1C	2	-6	1.1	-5	12	0.98	-1	3	-11
CCOC(=O)C1=Nc2ccccc2/C1=C\c1c(O)n(C)c(=O)n(C)c1=O	14	15	0.85	1	53*	0.86	0	-4	-1
O=C(CF)NC(NC(=S)Nc1ccccc1O)C(Cl)(Cl)Cl (centres undefined)	30	5	0.95	4	17	0.69	-3	12	-6
Cc1cccc(-c2nc3ccccc3c(=O)n2-n2cccc2)c1	10	-10	1.1	-1	-7	0.9	-1	2	-4
C=CCn1c(O)c(/C(C)=N/N2CCCCCC2)c(=O)[nH]c1=O	-6	-2	1	1	-8	1.1	-3	0	-6
CN1CCN(c2c(C#N)c(C(F)(F)F)nn2C)CC1	2	0	1	1	5	0.98	-3	1	-2
COc1cc(C2c3cc4c(cc3CC3COC(=O)C32)OCO4)cc(OC)c1OC (centres undefined)	6	-2	1	10	5	0.94	-3	-2	5
CCOC(=O)CCN=Cc1c(O)n(-c2ccc(Br)cc2)c(=O)[nH]c1=O	-6	6	0.94	-4	24	1.1	0	0	-6
c1ccc2c(c1)-c1cccc3cccc-2c13	18	3	0.97	1	-10	0.82	-4	-4	4
CCCCCn1c(=O)c(C(=O)Nc2cc(C)ccn2)c(O)c2ccccc21	10	2	0.98	-3	33	0.9	-3	0	-4
CCOc1ccc(-n2c(O)c(C=NCCCn3ccnc3)c(=O)[nH]c2=O)cc1	-6	5	0.95	-1	9	1.1	0	0	-4
CC(=Nc1ccccc1N)c1c(O)n(C)c(=O)n(C)c1=O	-1	-11	1.1	-5	9	1	-1	2	1
COc1ccc(-n2c(SCCN(C)C)nc3ccccc3c2=O)cc1	2	16	0.84	-3	10	0.98	-1	0	-6
COP(=O)(OC)C1(O)C(=O)Nc2ccc(Br)cc21 (centres undefined)	4	-8	1.1	-1	6	0.96	-2	-2	-3
CCC1(C)CN(S(=O)(=O)OCC(Cl)(Cl)Cl)C(=O)N1 (centres undefined)	-4	1	0.99	0	11	1	-1	0	13
CCN1CCN(C(c2cccs2)C(C)NC(=O)Oc2ccccc2)CC1 (centres undefined)	3	3	0.97	-2	9	0.97	3	4	0
CCOc1ccccc1Oc1coc2cc(OC(=O)N(C)C)ccc2c1=O	-1	4	0.96	-2	12	1	-2	0	-5
NP(=O)(OCCCc1ccccc1)Oc1ccccc1 (centres undefined)	0	0	0.99	-4	28	1	6	3	1

Among those listed so far, these contain fluorine:
molecule	mIAP block	hIAP block	hIAP act	APOBEC3A inh	NLRP3 yeast inh	mIAP act	beta cell repl	SENP1 FRET inh	APOBEC3G inh
COC(=O)C1=C(c2ccc(F)cc2OCc2ccccc2)C[C@@H]2CC[C@H]1N2C(=O)NCCOc1ccccc1	-26	-4	1	-2	19	1.3	-7	3	-10
O=C(CF)NC(NC(=S)Nc1ccccc1O)C(Cl)(Cl)Cl (centres undefined)	30	5	0.95	4	17	0.69	-3	12	-6
CN1CCN(c2c(C#N)c(C(F)(F)F)nn2C)CC1	2	0	1	1	5	0.98	-3	1	-2

The results go on.
molecule	mIAP block	hIAP block	hIAP act	APOBEC3A inh	NLRP3 yeast inh	mIAP act	beta cell repl	SENP1 FRET inh	APOBEC3G inh
O=C1NC(=O)C(=Cc2csc3ccccc23)C(=O)N1	5	5	0.95	-4	18	0.95	-2	-1	-7
O=c1[nH]c(=O)n(-c2ccccc2)c(O)c1/C=C1/C(c2ccccc2)=Nc2ccccc21	7	13	0.87	-2	43	0.93	-4	-2	0
Cc1nc2cc(F)ccc2n1C1CCN(Cc2nnnn2CCc2ccccc2)CC1	-5	-1	1	-2	9	1.1	8	1	-3
O=C1CCN(C(=O)CCCn2c(=O)oc3ccccc32)CC1	4	-1	1	3	12	0.96	-1	1	-6
CCN1CCN(Cc2cc(OC)c(OC)cc2[N+](=O)[O-])CC1	3	12	0.88	-2	-4	0.97	1	.	-7
CN(CCOc1ccc(C=C2C(=O)NC(=O)NC2=O)cc1)c1ccccn1	6	7	0.93	1	23	0.94	-2	1	3
CCOC(=O)c1cc2c(cn1)[nH]c1ccccc12	-11	-11	1.1	-2	21	1.1	-5	-3	-5
CCOC(=O)C(O)(c1ccc(N(CC)S(=O)(=O)c2ccc(C)cc2)cc1)C(F)(F)F (centres undefined)	4	-7	1.1	-1	-9	0.96	-2	1	-3
CN(C)C(=O)Oc1cccc(NC(=O)N2CCOCC2)c1	-6	-16	1.2	-1	6	1.1	-4	2	0
CCOCN(C(=O)CCl)c1c(C)cccc1CC	4	-8	1.1	-1	3	0.96	-2	1	9
COc1ccc(N=Cc2c(O)n(C)c(=O)n(C)c2=O)cc1	2	3	0.97	-1	18	0.97	-3	2	0
COC(=O)C1=C(c2ccccc2OCc2ccccc2)C[C@@H]2CC[C@H]1N2C(=O)NCCCOC(C)C	6	9	0.91	0	11	0.94	2	2	-1
O=C1NC(=O)C2(Cc3ccccc3N3CCCC32)C(=O)N1Cc1ccccc1 (centres undefined)	-2	-6	1.1	-1	14	1	-3	-76	1
c1cc2c(cc1CN1CCNCC1)OCO2	5	-14	1.1	0	9	0.95	-3	3	-5
c1ccc(CNCCc2ccc3c(c2)OCO3)nc1	-19	-18	1.2	-5	12	1.2	-1	-1	-3
NCCCP(=O)(O)CCc1ccccc1	2	15	0.85	-5	10	0.98	-1	2	-13
CCOC(=O)C1(c2ccccc2)CCN(CC(=O)Nc2ccc(C)cc2)CC1	-1	-7	1.1	-1	11	1	-1	1	-6
CCCn1cc2c3c(cccc31)C1CC(C)CN(C)C1C2 (centres undefined)	0	-4	1	-1	24	1	-1	.	-7
COc1ccc(-n2c(C)nc3cc(C(=O)N4CCC5(CC4)OCCO5)ccc32)cc1	-11	-15	1.1	-5	14	1.1	-2	-1	-7
COc1ccc(OC)c(-n2c(O)c(C=NCc3ccc4c(c3)OCO4)c(=O)[nH]c2=O)c1	2	17	0.83	0	30	0.98	0	-2	-5
COc1ccc(OC)c(-n2c(O)c(C=Nc3c(C)n(C)n(-c4ccccc4)c3=O)c(=O)[nH]c2=S)c1	-3	-10	1.1	-7	-1	1	-4	-21	0
C=CCn1c(O)c(C(CC)=NCc2cc(OC)cc(OC)c2)c(=O)[nH]c1=O	3	-9	1.1	0	6	0.97	-4	1	-2
Cc1ccc(CN2CCN(C)CC2)c(C)c1	-1	20	0.8	2	9	1	-2	1	-5
CC(C)(C)C(=O)O[C@H]1CC[C@@]2(C)C(=CC(=O)C3C2CC[C@]2(C)C(=O)CCC32)C1 (some centres undefined)	6	2	0.98	0	32	0.94	-1	2	-1
CCCCCCn1c(=O)c(C(=O)Nc2ncccc2O)c(O)c2ccccc21	-4	6	0.94	4	4	1	-3	0	-5

(more compounds)
mol	mIAP block	hIAP block	hIAP act	APOBEC3A inh	NLRP3 yeast inh	mIAP act	beta cell repl	SENP1 FRET inh	APOBEC3G inh
Cc1cc(C)nc(/N=C(\N)c2c(O)[nH]c(=O)[nH]c2=O)n1	1	10	0.9	5	12	0.99	1	4	35
CCCCN1C(=O)/C(=C/c2ccc(N(C)C)cc2)C(=O)N(Cc2ccco2)C1=O	0	26	0.74	16	-11	1	-1	-114	17
CN1CCN(Cc2ccc(Br)s2)CC1	-5	-16	1.2	4	26	1	3	2	-1
CCOc1cc2c(cc1OCC)-n1cccc1C(c1ccc(OC)c(OC)c1)NC2 (centres undefined)	2	18	0.82	-5	23	0.98	5	-1	-10
CCC(=NCCc1ccccc1)c1c(O)n(C)c(=O)n(C)c1=O	-10	-14	1.1	-4	13	1.1	-1	0	-5
N#C/C=C/C#N	4	7	0.93	-5	-5	0.96	11	-4	-9
O=C(c1ccc(F)c([N+](=O)[O-])c1)N1CC2CC(C1)c1cccc(=O)n1C2 (centres undefined)	-3	6	0.94	0	15	1	-4	0	-3
CCCC(=O)OCC[N+](C)(C)C	-4	12	0.88	-1	-5	1	5	0	0
CC(C)CCCn1c(O)c(/C=C2/C=CC=N2)c(=O)[nH]c1=O	10	17	0.83	2	9	0.9	-3	-29	-3
Cc1ccc(/C=C2\C(=O)NC(=O)N(Cc3ccccc3Cl)C2=O)o1	5	16	0.84	4	-5	0.95	-1	-11	13
CCC(NC(=O)OC(C)(C)C)C(=O)Oc1cc(C)cc2oc(=O)c3c(c12)CCC3 (centres undefined)	0	-36	1.4	3	-16	1	-5	-3	-5

Part of the list above, with two lines to a compound:
Results follow in this order: mIAP block, hIAP block, hIAP act, APOBEC3A inh, NLRP3 yeast inh, mIAP act, beta cell repl, SENP1 FRET inh, APOBEC3G inh
- CCC(=NCCc1ccccc1)c1c(O)n(C)c(=O)n(C)c1=O
  -10, -14, 1.1, -4, 13, 1.1, -1, 0, -5
- N#C/C=C/C#N
  4, 7, 0.93, -5, -5, 0.96, 11, -4, -9

Only part of the results is shown; count on the stated rates, not on these rows.
